MLLE-PAM2 inh = blocks PAM2 peptide binding to the PABP1 MLLE domain. P11940. GST-MLLE / FITC-PAM2 fluorescence polarization. inhibition, % at 20 µM. actives 0.36% (n = 360,000); in the data active = inhibition above about 35%, passing the limit was not always enough;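 also: plate controls were DMSO wells with GST-MLLE for no effect and wells lacking GST-MLLE protein for full effect; some results filed as inactive read as strong as hits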
Target sequence (P11940 whole entry, looked up, the tested form may be a part): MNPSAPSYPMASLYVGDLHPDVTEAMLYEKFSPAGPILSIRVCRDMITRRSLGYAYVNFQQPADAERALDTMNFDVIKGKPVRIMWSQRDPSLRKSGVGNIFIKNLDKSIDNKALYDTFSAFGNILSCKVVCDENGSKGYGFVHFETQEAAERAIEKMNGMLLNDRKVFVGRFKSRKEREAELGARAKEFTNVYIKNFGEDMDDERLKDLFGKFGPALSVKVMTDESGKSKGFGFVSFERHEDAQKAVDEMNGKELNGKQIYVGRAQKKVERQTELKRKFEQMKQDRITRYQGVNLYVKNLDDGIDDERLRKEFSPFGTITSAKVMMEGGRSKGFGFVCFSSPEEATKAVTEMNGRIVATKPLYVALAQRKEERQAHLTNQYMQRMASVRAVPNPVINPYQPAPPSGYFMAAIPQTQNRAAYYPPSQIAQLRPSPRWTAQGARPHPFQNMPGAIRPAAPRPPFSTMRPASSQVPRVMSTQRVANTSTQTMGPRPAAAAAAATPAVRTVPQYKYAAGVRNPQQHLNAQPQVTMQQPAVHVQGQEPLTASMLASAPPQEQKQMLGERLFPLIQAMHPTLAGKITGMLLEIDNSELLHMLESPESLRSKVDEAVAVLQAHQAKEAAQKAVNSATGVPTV
Tb MetRS inh = Trypanosoma brucei MetRS inhibition; AID 624268; actives 0.4% (n = 360,000); purified T. brucei MetRS, ATP depletion, Kinase-Glo luminescence; inhibition, % at 11.9 µM;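 active = inhibition above a per-plate cutoff of the control wells' mean inhibition plus 3 SD, cut at about 5.5% in these data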;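 also: 0% = DMSO wells median and 100% = median of wells with control inhibitor compound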
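Material: parasite MetRS enzyme / Replication: singlicate, one well per compound / Signal: luminescence of leftover ATP / Schedule: 2 h aminoacylation at 25 °C after 15 min preincubation / Medium: HEPES-MgCl2-KCl buffer plus DTT, spermine, BSA, pyrophosphatase / Doses: 11.9 µM single point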
SKN-1 block = C. elegans SKN-1 inhibition; C. elegans VP596 Pgst-4::GFP/RFP ratio, acrylamide-induced, 24 h; inhibition, % at 21.8 µM; actives 0.49% (n = 360,000); AID 624304;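 active = interference check ratio from 0.5 to 1.5 plus GFP to RFP signal ratio inhibition reaching or exceeding a fixed threshold, cut at about 30% in these data, passing the limit was not always enough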; also: some compounds called inactive have numbers as strong as hits
FAS-TE inh = blocks the thioesterase domain of human fatty acid synthase. inhibition, % at 15 µM. recombinant FAS-TE, OMFH fluorogenic substrate, fluorescence endpoint. actives 0.67% (n = 360,000). P49327;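 active = compounds whose normalised, plate-corrected inhibition of enzyme fluorescence in the single-dose primary screen is 50% or more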;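 also: 0% = DMSO with enzyme and 100% = substrate without enzyme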
eLon inh = E. coli protease La inhibition. P0A9M0. purified E. coli Lon protease, fluorescence polarization. inhibition, % at 7.94 µM. actives 0.42% (n = 360,000). AID 602123; in the data active = inhibition above about 13%, passing the limit was not always enough;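 also: 0% = enzyme with probe and DMSO and 100% = no enzyme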
MsrA inhibitor = bovine MsrA inhibition; purified bovine MsrA, absorbance read-out; inhibition, % at 15.5 µM; actives 0.75% (n = 360,000); AID 651718; in the data active = inhibition above about 4.5%;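 also: 0% = vehicle wells with enzyme and 100% = reference inhibitor wells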
CendR NRP1 mod = alters CendR peptide binding to human NRP-1; FAM-RPARPAR peptide binding to NRP-1, fluorescence polarization; inhibition, % at 25 µM; actives 0.85% (n = 360,000); AID 602438;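 active = inhibition or corrected inhibition above about 18%, plus a signal ratio from 0.5 to 1.5, limit read from the data, passing the limit was not always enough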; also: strong numbers were not always called active
MT1-MMP act inh = MT1-MMP (human) activation inhibition | P50281 | HT1080 RFP-PRO-GFP cells, GFP/RFP ratio fluorescence, overnight; percent of plate control window, DMSO zero | GFP/RFP ratio change, % at 20 µM | actives 0.061% (n = 360,000) | AID 651647;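 active = GFP/RFP ratio change of at least 30% with cell ATP level not reduced by more than half and red fluorescence within 50% of control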; also: strong numbers were not always called active
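Assay system – RFP-PRO-GFP reporter HT1080 cells · Compound dosing – single dose of 20 µM compound, 1% DMSO final · Incubation – overnight compound exposure at 37 °C · Measure – GFP/RFP fluorescence ratio · Benchmarks – DMSO wells and RFP-L50D-GFP cells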
MsrA act = bovine methionine sulfoxide reductase A activation | activation, % at 10.6 µM | actives 0.3% (n = 360,000) | purified bovine MsrA, absorbance read-out; in the data active = activation above about 7.5%;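 also: 0% = vehicle and 100% = reference activator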
Active calls of the source: *; . = not tested or not shown.

SMILES	MLLE-PAM2 inh	Tb MetRS inh	SKN-1 block	FAS-TE inh	eLon inh	MsrA inhibitor	CendR NRP1 mod	MT1-MMP act inh	MsrA act
CCN(CC(=O)Nc1ccccc1C(F)(F)F)C(=O)CN1C(=O)NC(C)(c2ccccc2)C1=O (stereo not given)	-11	-0.1	-4	-6	-3	0.1	-7	1	-5
COC(=O)c1cc(NC(=O)c2cccnc2)ccc1N1CCOCC1	-6	-0.1	5	-4	2	1.9	-7	4	-2
Cc1ccc(-c2nnc(CCC(=O)N(C)Cc3nccs3)o2)s1	10	-0.7	11	-6	4	-1.9	-19	4	-3
COc1ccc(C(=O)NC2CCCc3ccccc32)cc1Br (stereo not given)	-7	-0.1	-6	15	-1	0.2	-4	-2	-5
COC(=O)COc1ccc2cccc(-n3cnnn3)c2c1	-8	-0.5	-3	-5	8	0.1	-4	4	-4
COc1ccc(NC(=O)CN(C)C(=O)CCC(=O)c2ccc(C)cc2)cc1	-6	-0.5	-7	-3	-14	1.1	-30	-5	-3
O=C(Nn1cnnc1)c1cc(Cl)ccc1Cl	12	-0.6	-8	-9	-8	1.1	-2	-2	-2
CN(C(=O)COC(=O)c1ccccc1C(=O)N(C)c1ccccc1)c1ccccc1	3	-0.4	11	-3	6	-0.8	0	-11	-2
O=C(NCCSc1ccccc1)c1ccccc1	20	-0.1	7	-4	-2	-0.9	9	7	-4
CCOC(=O)C1=NOC2(C1)C(=O)Nc1c(Cl)cccc12 (stereo not given)	.	-0.3	2	-8	-4	0.5	-2	2	-1
COC(=O)c1c(NC(=O)C(=O)N2CCOCC2)sc2c1CCCC2	-5	-0.1	7	5	6	0.5	5	-3	-1
N#Cc1c(N)[nH]c(C(=O)c2ccccc2)c1-c1ccc(Cl)cc1	.	0.2	-30	67*	-2	0.6	-4	5	-3
Cc1ccc(C)c2[nH]c(=O)c(CCNC(=O)c3ccc(S(=O)(=O)N4CCCC4)cc3)cc12	-6	-0.4	3	8	-4	-0.7	9	3	-3
O=C(O)c1cncc(C#Cc2ccccc2)c1	1	-0.4	17	-4	-2	0.7	11	4	-1
O=C(NC1CCCN(CCc2ccccc2)C1)c1c[nH]c2ccccc12 (stereo not given)	9	-0.4	-5	-9	-5	0.0	5	-1	-4
Cc1ccc(-c2cc(C(=O)N3CCC(C)CC3)c3ccccc3n2)cc1	16	-0.5	-3	17	3	-0.2	-9	-7	-2
N/C(=N\S(=O)(=O)c1cc(C(F)(F)F)cc(C(F)(F)F)c1)c1ccc(Cl)cc1	3	1.7	-7	38	-5	-1.6	5	2	-3
N#CSC(c1ccccc1)c1nc2ccccc2[nH]c1=O (stereo not given)	-68	-1.0	0	-1	-2	1.1	-1	2	0
CN(c1ccccc1)S(=O)(=O)c1ccc(Cl)c(C(=O)OCC(=O)NC2CCS(=O)(=O)C2)c1 (stereo not given)	3	-0.1	7	-4	-5	-0.9	-27	0	-3
COc1ccc(-c2noc(CN(C(=O)c3cccs3)C(C)C)n2)cc1	-1	-0.6	3	5	-4	-0.6	-2	4	-1
Cc1cc(=O)[nH]c(SCc2nnc(-c3ccccc3)o2)n1	21	-0.3	2	-14	8	-0.8	-7	1	1
COC(=O)[C@@]1(Cc2ccc(OC)cc2)[C@H]2c3cc(C(=O)N4CCCC4)n(Cc4cc(C)n(C)n4)c3C[C@H]2CN1C(=O)c1ccccc1	.	-0.8	-3	4	-3	1.6	4	-1	-5
Cc1cc(NC(=O)C(C)SCC(=O)N(C)Cc2ccccc2F)no1 (stereo not given)	10	-0.3	11	-3	9	1.1	8	-1	-2
Cc1ccc2sc(NNC(=O)C3=COCCO3)nc2c1C	-30	0.3	9	1	-3	0.3	9	6	-4
COc1cccc(C2c3[nH]c4ccccc4c3C[C@H]3C(=O)N(C4CCN(Cc5ccccc5)CC4)CC(=O)N23)c1 (stereo not given in full)	2	5.1	-18	20	-8	0.4	6	-6	0
O=C(NN1CCCCC1)c1ccccc1	-8	-0.1	-7	-8	1	0.5	-6	2	-6
CCOC(=O)CSc1ccc(C(=O)NCCN2CCOCC2)cc1[N+](=O)[O-]	-1	-0.4	10	-5	-6	1.4	6	-2	-4
CCOc1ccc(C(=O)CCc2nc3ccccc3s2)cc1	-6	-0.8	8	19	-9	0.5	-8	7	-2
Cc1ccc(C(=O)Nc2cccc(C(=O)N/N=C/c3ccc(O)cc3)c2)cc1	-3	3.1	-5	-2	4	2.2	0	1	-6
Cc1cc(C)c2c(=O)[nH]c(SCC(=O)NCc3ccccc3)nc2n1	17	-0.2	6	-7	5	0.7	13	0	-1
COCCNC(=O)CN1C(=O)CC(C)(C)S(=O)(=O)c2ccccc21	5	-0.2	5	-5	-8	-0.8	-8	1	-2
O=C(NCc1ccc(F)cc1)c1c2c(nc3ccccc13)CCC2	-25	-0.3	12	4	-2	-0.7	-7	1	-3
CN1CCN(S(=O)(=O)c2ccc(Nc3ccc(F)cc3)nc2)CC1	6	0.2	4	0	3	-0.8	-11	1	-2
CC(=O)Nc1cccc(-c2nc3ccccc3[nH]2)c1	6	0.2	-4	-4	-2	-0.3	0	2	-4
CC1(c2cccc(Br)c2)NC(=O)N(CC(=O)Nc2ccc(F)cc2)C1=O (stereo not given)	-4	0.5	-5	8	6	1.2	-3	2	-1
O=C(Nc1cc(C(F)(F)F)cc(C(F)(F)F)c1)Nc1cnn(-c2ccc([N+](=O)[O-])cc2)c1C(F)(F)F	-5	-0.2	-6	29	-1	-0.5	-14	-14	-2
CCN(C(=O)COC(=O)c1ccccc1NCCO)c1cccc2ccccc12	13	-0.4	-5	6	0	0.4	-10	-1	0
COc1cc2c(cc1OC)C(c1ccccc1[N+](=O)[O-])N(C(C)=O)CC2 (stereo not given)	22	0.2	4	-2	0	-0.5	24	5	-2
CCOc1ccc(C(O)(CCC(C)C)C(CN2CCOCC2)c2ccccc2)cc1 (stereo not given)	-3	-1.3	19	15	9	-1.0	-7	-31	0
COC(=O)Cn1cc(/C=C/c2cc[n+](C)cc2)c2ccccc21	-63	-0.5	-22	-11	-213	0.1	132	-149	-1
CCCC(=O)N1CCC1(C)C(=O)Nc1ccc2scnc2c1 (stereo not given)	4	-0.2	14	-8	1	.	-2	-1	-3
COc1ccc(-n2c(=O)/c(=C\c3cccs3)s/c2=C(/C#N)C(=O)N2CCN(C)CC2)cc1	-2	-1.1	12	-5	2	1.6	-15	7	-10
O=C(CCOc1ccccc1)Nc1ccc(S(=O)(=O)N2CCCC2)cc1	-6	1.0	13	8	-5	0.7	4	0	-9
CCc1nc2c(OCc3ccc(C(=O)OC)cc3)cccn2c1N(C)C(=O)c1ccc(C)cc1	-3	0.2	8	5	-3	0.4	-10	-4	3
Cc1cc(=O)oc2cc(OC(=O)c3nn(C(C)C)c(=O)c4ccccc34)ccc12	-17	-0.4	8	-4	-2	1.9	-5	-2	-5
Cn1c(=O)oc2cc(S(=O)(=O)N3CCN(c4cccc(Cl)c4)CC3)ccc21	-7	0.0	26	-15	-8	1.9	-63	-15	-1
COCCN(CCOC)c1nc(-c2ccc(Cl)cc2)nc2ccccc12	14	-0.7	17	28	2	0.6	0	-2	-2
COCC(=O)Nc1cc(Cl)ccc1C	0	-1.0	9	-7	1	0.2	-1	1	-6
CCc1nc2sc3c(=O)[nH]cnc3c2c2c1CSC(C)(C)C2	-57	-1.5	1	-1	-4	-0.2	14	-3	-11
COc1ccc(C(NC(=O)c2ccc(-c3ccccc3)cc2)c2ccccc2)cc1 (stereo not given)	1	-0.9	-24	-8	5	0.8	-8	0	0
Cc1coc(NC(=O)CSc2nc(-c3ccc(Cl)cc3)cc(C(F)(F)F)c2C#N)n1	-20	-0.8	-12	3	-5	-0.1	-7	-18	-9
CC(C)c1nc(NCCO)c2nnn(Cc3ccccc3)c2n1	17	-0.4	2	-2	-2	-0.5	4	3	2
CSc1c(CN2CCN(C)CC2)c2ccccc2n1C	14	-0.5	2	-1	-4	-0.6	8	-2	-3
CC(=O)c1ccc(N2CCN(C(=O)C(=O)c3c(C)[nH]c4ccccc34)CC2)cc1	6	4.1	2	0	-14	4.6*	17	5	-6
CC(C)(C)S(=O)(=O)c1cnc(N2CCCC2)nc1N	-5	-0.3	-4	-2	-5	-0.5	4	4	-1
N#C/C(=N\Nc1ccc(S(=O)(=O)N2CCCCCC2)cc1)C(N)=S	42*	0.2	1	0	-10	2.0	-3	-1	-7
CC(=O)N1CCN(S(=O)(=O)c2cccc(C(=O)NC3CC3)c2)CC1	1	-0.3	-15	-11	3	-0.9	12	-3	-7
CCOC(=O)c1cc(-c2ccc(C)o2)n[nH]1	8	0.2	8	-7	3	1.2	-15	6	-2
CN[C@@H](C)C(=O)NC[C@H]1O[C@@H](n2cnc3c(N)ncnc32)[C@H](O)[C@@H]1O	7	0.0	-2	-7	-3	3.4	-5	2	-4
CCCCCC(=O)N1C[C@H](O)[C@@H](n2cc(-c3ccc(F)cc3)nn2)C[C@@H]1c1ccccc1	8	-1.3	4	-10	-2	0.8	-2	3	-5

Gathered by group: the compounds so far containing a CF3 group (4)
SMILES	MLLE-PAM2 inh	Tb MetRS inh	SKN-1 block	FAS-TE inh	eLon inh	MsrA inhibitor	CendR NRP1 mod	MT1-MMP act inh	MsrA act
CCN(CC(=O)Nc1ccccc1C(F)(F)F)C(=O)CN1C(=O)NC(C)(c2ccccc2)C1=O (stereo not given)	-11	-0.1	-4	-6	-3	0.1	-7	1	-5
N/C(=N\S(=O)(=O)c1cc(C(F)(F)F)cc(C(F)(F)F)c1)c1ccc(Cl)cc1	3	1.7	-7	38	-5	-1.6	5	2	-3
O=C(Nc1cc(C(F)(F)F)cc(C(F)(F)F)c1)Nc1cnn(-c2ccc([N+](=O)[O-])cc2)c1C(F)(F)F	-5	-0.2	-6	29	-1	-0.5	-14	-14	-2
Cc1coc(NC(=O)CSc2nc(-c3ccc(Cl)cc3)cc(C(F)(F)F)c2C#N)n1	-20	-0.8	-12	3	-5	-0.1	-7	-18	-9

Next part:
SMILES	MLLE-PAM2 inh	Tb MetRS inh	SKN-1 block	FAS-TE inh	eLon inh	MsrA inhibitor	CendR NRP1 mod	MT1-MMP act inh	MsrA act
O=c1c2ccccc2c(C=NC2CCS(=O)(=O)C2)c(O)n1-c1ccccc1 (stereo not given)	8	-0.8	-12	-5	-9	3.2	-1	1	-7
Cc1ccc(S(=O)(=O)NCC(NCc2ccc(F)cc2)c2ccccc2)cc1 (stereo not given)	-3	0.2	7	26	-5	-0.4	1	-5	-1
Cc1cc(C)n(-c2nc3ccccc3nc2N2CCN(C(=O)c3ccc(F)cc3)CC2)n1	-20	-1.6	7	-8	-2	1.7	2	5	-11
CCOC(=O)c1cc(S(=O)(=O)NCC2CCN(Cc3cccc(C)c3)CC2)cn1C	-1	-0.8	8	-9	-1	-1.1	3	0	-6
Cc1cc2occ(CC(=O)N(C)CC(=O)Nc3ccccc3C(F)(F)F)c2cc1C	-3	0.1	-4	6	-9	-0.9	13	2	-3
OCCCc1nc2ccccc2n1CCOc1ccccc1	-5	-0.6	9	-7	2	-1.3	9	1	-1
CCc1cc2c(=O)c(-c3nc(C)cs3)c(CCCC(=O)O)oc2cc1O	-9	-0.1	4	-3	-4	0.3	-4	-5	-3
O=C(CC1C(=O)NCCN1Cc1ccc(F)cc1)NCCCn1cccn1 (stereo not given)	14	-0.5	18	-9	6	0.3	-2	3	-2
O=C(/C=C/c1cccc(Br)c1)OCC(=O)N1CCN(c2ccccc2)CC1	2	-0.5	-15	11	13	0.3	27*	4	1
